NCI-60 one-dose screen, 48 h, at 10 µM unless noted. Numbers give growth in % (100 = growth as untreated, 0 = no growth, -100 = all killed).
HOP-92 – HOP-92 NSCLC cells | 71,000 tested, 6.3% active | AID 1794738
HOP-62 – HOP-62 NSCLC. 80,000 tested, 3.9% active
RPMI-8226 – RPMI-8226 leukemia cells; 77,000 tested, 7.5% active; AID 1794781
CCRF-CEM – CCRF-CEM leukemia; 77,000 tested, 7% active; AID 1794778
MOLT-4 – MOLT-4 leukemia cells. 80,000 tested, 6.9% active. AID 1794779
EKVX – EKVX NSCLC; 71,000 tested, 3% active
SR – SR leukemia cells | 73,000 tested, 8.7% active
K-562 – K-562 leukemia; AID 1794777; 78,000 tested, 7.4% active
Numbers without * were called inactive; / = not tested or not shown; & = joins results of further samples; [ ] = remark or other dose. How the source made its calls: active means growth percent below 10; inactive means the rest. Hits appear at their usual frequency. About 13% of those tested had a hit in this group.

SMILES	HOP-92	HOP-62	RPMI-8226	CCRF-CEM	MOLT-4	EKVX	SR	K-562
CCOC(=O)/C=C\C(=O)NC(N)=O	95	88	99	94	86	99	97	94
O=C1[C@@H](OS(=O)(=O)C2CCC2)[C@H](c2ccc(F)cn2)N1c1cc2c3ccccc3ccc2c2ccccc12	85	90	85	90	87	88	89	89
CCOc1ccc(NC(=S)N/C=C(/C#N)C(N)=O)cc1	120	90	111	102	99	94	91	103
COc1ccccc1NC(=O)c1cccc(-c2cc(=O)c3c(OC)c(OC)c(OC)cc3o2)c1	38	69	26	52	61	/	68	49
CCOc1ccccc1/C=C1\CCc2ccccc2C1=O	69	100	64	75	59	/	67	80
OCc1nc2ccc(Cl)cc2[nH]1	91	101	99	105	92	104	/	104
NS(=O)(=O)c1ccc(N2N=C(c3ccc(NC(=S)Nc4ccccc4)cc3)CC2c2ccc(Br)cc2)cc1 (stereo unspecified)	46	67	33	35	38	58	44	31
COc1ccc(/C=C(/C(C)=O)C(=O)c2ccccc2)cc1	67	94	95	/	86	/	/	90
CN1CCN(CCCOc2cccc3nc(Nc4cc(Cl)cc(Cl)c4)ccc23)CC1	3.9*	20	-15*	-41*	-48*	27	-30*	-55*
O=C(Nc1c(Cl)cc(Cl)cc1Cl)ON=C1CCCCC1	132	100	105	102	109	105	98	105

Single records, as listed above. Screens in order: HOP-92 | HOP-62 | RPMI-8226 | CCRF-CEM | MOLT-4 | EKVX | SR | K-562
NS(=O)(=O)c1ccc(N2N=C(c3ccc(NC(=S)Nc4ccccc4)cc3)CC2c2ccc(Br)cc2)cc1 (stereo unspecified) reads 46 | 67 | 33 | 35 | 38 | 58 | 44 | 31
CCOC(=O)/C=C\C(=O)NC(N)=O reads 95 | 88 | 99 | 94 | 86 | 99 | 97 | 94

Next section:
SMILES	HOP-92	HOP-62	RPMI-8226	CCRF-CEM	MOLT-4	EKVX	SR	K-562
Cc1cccc(CNc2nc(N)nc3[nH]c4ccc(O)cc4c23)c1	54	87	67	75	83	89	69	85
O=C(O)c1ccc(C(=O)O)cc1	94	86	102	102	104	84	105	102
Cn1cc(S(=O)(=O)NC2=CN3CC=CC3CC2=O)cn1 (stereo unspecified)	100	89	103	112	97	94	95	85
CC1(C)C(=NNC(N)=O)C(C)(C)C1=NNC(N)=O	91	101	112	108	96	110	125	119
NC(=O)C(O)Cc1nonc1-c1ccccc1 (stereo unspecified)	94	105	115	112	111	98	113	111
COc1cc(CSc2nc3ccc(C)cc3c(=O)n2-c2ccccc2)cc(OC)c1OC	68	38	55	16	22	/	20	10
O=C1C2=C(C(=O)c3ccccc31)C(CCc1ccccc1)c1sc(=O)[nH]c1S2 (stereo unspecified)	80	116	79	89	89	85	75	83
C/C(=N\NC(=O)Cn1c(C(C)C)nc2ccccc21)c1ccc(Br)cc1	/	95	/	101	89	97	93	87
CN1N=C(c2ccc(Cl)cc2)CC2(CCCC2)C1=O	/	121	108	94	106	103	120	93
CCOC(=O)CNP(=O)(OC[C@H](Cc1ccccc1)NC(=O)c1cc2ccccc2s1)Oc1ccccc1 (stereo partly specified)	88	110	103	112	96	89	89	87
C/C(C(=O)O)=C(/Cl)c1c(C)cc(C)c(Br)c1C	89	87	95	88	94	98	103	101
COc1ccccc1/C=N/N=C1c2ccccc2-c2ccccc21	117	100	100	96	91	96	97	97
COc1ccc(N=Nc2c(N)nn3c2ncc2c(=O)n(N)c(NN)nc23)cc1	99	105	98	102	100	101	115	120
COc1ccc(Nc2n[nH]c(-c3cccs3)c2C#N)cc1	82	100	94	96	94	96	87	97
CC1OC(OCC2OC(Oc3c(-c4ccc(O)c(O)c4)oc4cc(O)cc(O)c4c3=O)C(O)C(O)C2O)C(O)C(O)C1O (stereo unspecified)	82&100	99	110&106	99&97	110&105	106&94	109&94	107&105
N#C/C(=C\NC(=S)Nc1ccc(S(=O)(=O)Nc2ccccn2)cc1)C(N)=O	99	95	105	106	98	95	87	115
CCCCCCCC(=O)OCC/C=C/C1OC1C1OC(=O)/C=C\C=C\C(=O)N(C(C)=O)C(=O)/C=C(/C)CCC2OC2C1OC(=O)NC(C)=O (stereo unspecified)	53	80	45	/	/	83	/	/
CCCNCC(O)CNc1ccc(Cl)cc1 (stereo unspecified)	73	91	101	91	101	110	74	94
N[C@@H](Cc1ccc(O)c(O)c1)C(=O)O	/	/	104	102	75	110	85	/
COc1ccc2c(c1)OCC(O)(c1ccccc1)C2=O (stereo unspecified)	88	92	114	/	87	106	103	116
COc1ccc2c(CC(=O)O)cc(=O)oc2c1	107[100 µM]	93[100 µM]	119[100 µM]	110[100 µM]	115[100 µM]	97[100 µM]	100[100 µM]	98[100 µM]
O=C(Nc1nc(-c2ccc(Br)cc2)cs1)c1cc(-c2ccc(Br)cc2)nc2ccc(Cl)cc12	72	80	85	78	81	78	70	57
Cc1nnc(N)nc1C	64&53	26&76	92&103	90&97	107&120	109&90	/	100&92
CCOC(=O)C1=C(C)N=C2Sc3ccccc3N2C1c1cn(-c2ccccc2)nc1-c1ccc(F)cc1 (stereo unspecified)	63	65	76	71	65	95	78	68
COC(=O)CN1CC(=O)N2[C@@H](c3ccccc3)SC[C@H]2C1=O	/	108	101	101	83	96	93	82
C/C(Cc1ccc([N+](=O)[O-])cc1[N+](=O)[O-])=N\O	104	103	101	110	85	100	75	106
CN(CCOc1ccc(C#N)cc1)CCOc1ccc(C#N)cc1	63	46	7.0*	-84*	94	80	50	101
COc1cccc(/C=C2\COc3ccc(O)c(O)c3C2=O)c1	-12*	4.0*	-7.5*	3.0*	2.1*	60	13	12
COC(=O)C(N)CCCCNC(c1ccccc1)(c1ccccc1)c1ccccc1 (stereo unspecified)	/	99	89	/	97	/	67	91
CCCn1c(=O)[nH]c2c(c1=O)C(c1cccc(OC)c1)c1c([nH]c(=O)n(CCC)c1=O)N2	93	99	97	95	106	105	100	102
CN(C)C(=S)SCCCCCC(=O)O	112	103	105	104	111	103	107	96
CNCCCNc1ccnc2cc(Cl)ccc12	-18*	-27*	-12*	-17*	2.6*	/	3.7*	2.2*
Nc1nonc1-n1nncc1-c1ccncc1	/	103	97	101	104	107	104	107
CC(=O)C(=O)NCCCCCC(=O)Nc1ccccc1	121	117	/	105	104	98	104	94
C#C[C@]1(O)CC[C@H]2[C@@H]3CC=C4c5sc(Nc6ccc(C(F)(F)F)cn6)nc5CC[C@]4(C)[C@H]3CC[C@@]21C	-7.6*	11	-6.6*	6.7*	-8.2*	-3.2*	1.1*	7.5*
O=[N+]([O-])c1cc(/C=N/Nc2nc(N/N=C/c3ccc(Cl)c([N+](=O)[O-])c3)nc(N3CCOCC3)n2)ccc1Cl	120	105	57	88	87	100	82	69
CN1CCN(/N=C/c2cn(-c3ccc(C(=O)O)cc3)nc2-c2ccccc2)CC1	113	90	105	109	99	87	106	97
CC(=O)Oc1cc(O)c2c(=O)c(OC(C)=O)c(-c3ccc(OC(C)=O)c(OC(C)=O)c3)oc2c1	71	64	83	63	64	97	65	42
CCCCCCCCCCCCCCCCCCNCc1ccc(Cl)cc1	-78*	-78*	-54*	-46*	-62*	-30*	-30*	-66*
O=C(CSc1nc2c(c(=O)[nH]1)CCCC2)NNC(=O)c1ccccc1Cl	115	101	104	99	108	101	97	105
COc1nc2ccc(OC(C)C)cc2cc1-c1nc2c(cnn2-c2ccccc2)c(=O)[nH]1	83	88	78	97	90	101	/	94
S=C(N/N=C/c1ccccc1SSc1ccccc1/C=N/NC(=S)Nc1ccccc1)Nc1ccccc1	90	28	71	36	26	38	27	38
COc1cc(NC(C)=O)ccc1C(=O)NC(=S)Nc1ccc(C(=O)O)cc1	104	84	58	67	/	86	/	/
O=C1C(N2CCN(c3ccccc3)CC2)=C(Cl)C(=O)c2ncccc21	128	64	35	6.1*	9.7*	101	3.7*	6.2*
O=C1/C(=C/c2cc(Cl)cc(Cl)c2)Cc2c(F)cc(Br)cc21	121	109	105	99	87	94	93	86
N=S(=O)(NC(=O)c1ccc(Cl)cc1Cl)c1ccc(Br)s1 (stereo unspecified)	87	91	87	87	99	/	75	107
O=c1oc2c(Br)cc(Br)cc2cc1-c1cs/c(=N/N=C\c2ccc(Cl)cc2)n1/N=C/c1ccc(Cl)cc1	91	102	97	95	97	103	99	/
Cn1c(=O)c2c(nc(NN)n2C)n(C)c1=O	/	95	95	95	105	105	102	95
CCN1C(=O)/C(=c2\sc3n(c2=O)C2C(NN=3)N(CC)C(=O)N2CC)c2ccccc21 (stereo unspecified)	39	32	51	26	27	65	15	7.6*
O=C(CCc1ccc(O)cc1)N/N=C/c1cc(Br)ccc1O	81	63	45	13	8.2*	91	27	15
Next structures follow:
SMILES	HOP-92	HOP-62	RPMI-8226	CCRF-CEM	MOLT-4	EKVX	SR	K-562
CCOC(=O)c1csc(NC(=O)c2ccc(NCc3ccccc3)c([N+](=O)[O-])c2)n1	74	91	80	51	102	97	119	106
O=c1[nH][n+](-c2nonc2-c2ccccc2F)no1	115	102	107	104	101	98	99	101
Clc1ccc(C(c2ccccc2Cl)C(Cl)Cl)cc1 (stereo unspecified)	72	101	/	87	/	109	/	89
S=c1[nH]nc(Cc2ccccc2)c(=S)[nH]1	100	98	97	104	106	98	95	95
COc1ccc(C(=S)c2cc(OC)c(OC)c(OC)c2)cc1OC(=O)CCl	55	31	27	14	15	72	11	10
CCN(C)S(=O)(=O)Nc1cccc(Nc2ncnc3cc(NC(=O)CCl)ccc23)c1Cl	25	-50*	-6.8*	5.6*	5.4*	18	6.7*	4.5*
N#CCCN(C(=S)Nc1ccc(Cl)c(Cl)c1)C1CCCCC1	69	103	80	94	86	84	87	83
CN1C(=O)N(C)C2C1NC(=O)N2/N=C/C=C/c1ccccc1[N+](=O)[O-] (stereo unspecified)	89	97	104	102	101	99	104	100
O=C(NNc1nc2cc(C(F)(F)F)ccc2n2cccc12)c1cnccn1	-74*	-73*	2.0*	6.3*	/	-83*	/	/
COC(=O)[C@@]1(/C=C/c2ccccc2)C(=O)N(c2ccc(OC)cc2)[C@@]1(C(=O)OC)c1ccc(OC)cc1	74	94	79	84	87	90	87	80

As entered above:
O=c1[nH][n+](-c2nonc2-c2ccccc2F)no1 in SR shows 99
S=c1[nH]nc(Cc2ccccc2)c(=S)[nH]1 in HOP-92 shows 100
O=C(NNc1nc2cc(C(F)(F)F)ccc2n2cccc12)c1cnccn1 in HOP-62 shows -73*
N#CCCN(C(=S)Nc1ccc(Cl)c(Cl)c1)C1CCCCC1 in RPMI-8226 shows 80
CCN(C)S(=O)(=O)Nc1cccc(Nc2ncnc3cc(NC(=O)CCl)ccc23)c1Cl in HOP-92 shows 25
COc1ccc(C(=S)c2cc(OC)c(OC)c(OC)c2)cc1OC(=O)CCl in K-562 shows 10

As a short view, 6 of the compounds above:
SMILES	HOP-92	HOP-62	RPMI-8226	CCRF-CEM	MOLT-4	EKVX	SR	K-562
CCOC(=O)c1csc(NC(=O)c2ccc(NCc3ccccc3)c([N+](=O)[O-])c2)n1	74	91	80	51	102	97	119	106
O=c1[nH][n+](-c2nonc2-c2ccccc2F)no1	115	102	107	104	101	98	99	101
Clc1ccc(C(c2ccccc2Cl)C(Cl)Cl)cc1 (stereo unspecified)	72	101	/	87	/	109	/	89
S=c1[nH]nc(Cc2ccccc2)c(=S)[nH]1	100	98	97	104	106	98	95	95
COc1ccc(C(=S)c2cc(OC)c(OC)c(OC)c2)cc1OC(=O)CCl	55	31	27	14	15	72	11	10
CCN(C)S(=O)(=O)Nc1cccc(Nc2ncnc3cc(NC(=O)CCl)ccc23)c1Cl	25	-50*	-6.8*	5.6*	5.4*	18	6.7*	4.5*

Continuation.
SMILES	HOP-92	HOP-62	RPMI-8226	CCRF-CEM	MOLT-4	EKVX	SR	K-562
O=C1CSC(=Nc2ccccc2F)N1	100	101	105	108	105	97	111	109
O=C(O)c1ccc(C(=O)c2cc([N+](=O)[O-])cc([N+](=O)[O-])c2)cc1	99	110	/	106	104	111	98	104
O=C1c2ccccc2C(=O)C1c1ccc2ccccc2n1	89	91	75	98	89	76	89	107
C[C@H]1[C@H](C)CC[C@]2(C(=O)OCCOCCOCC[P+](c3ccccc3)(c3ccccc3)c3ccccc3)CC[C@]3(C)C(=CC[C@@H]4[C@@]5(C)CC[C@H](OC(=O)C(Cl)Cl)C(C)(C)[C@@H]5CC[C@]43C)[C@H]12	-27*	25	0.3*	7.4*	-6.9*	-3.8*	-34*	0.1*
